NR3A LBD binder – modulators (binders) of human NR3A ligand-binding domain. NR3A LBD differential scanning fluorimetry, Tm shift; 0% = protein alone, 100% = glycine-bound protein. Tm shift relative to glycine control, % at 25 µM. 2.5% of 340,000 active. AID 1259313;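 active means melting temperature shift of at least 10% of the positive control shift, at one fixed dose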
MPTP block – permeability transition pore inhibition | isolated mouse mitochondria, Ca2+ swelling absorbance, 30 min | inhibition, % at 10 µM | 1.4% of 360,000 active;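 active means inhibition of 50% or more, scaled per plate between neutral and stimulator controls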;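 further: 0% = DMSO wells given calcium and 100% = 1 mM EGTA wells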
SENP1 FRET inh – blocks the human SENP1 SUMO protease catalytic domain. Q9P0U3. recombinant SENP1 catalytic domain, CyPet-SUMO1-YPet FRET cleavage. inhibition, % at 10 µM. 0.21% of 360,000 active. AID 624204;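 active means inhibition at least 30% at 10 µM, raw YFP signal under a set limit, fluorescence ratio 0.5 to 1.5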;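 further: 0% = enzyme with DMSO and 100% = no enzyme wells; some results filed as inactive read as strong as hits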
Target sequence (Q9P0U3 419-644 limits assumed): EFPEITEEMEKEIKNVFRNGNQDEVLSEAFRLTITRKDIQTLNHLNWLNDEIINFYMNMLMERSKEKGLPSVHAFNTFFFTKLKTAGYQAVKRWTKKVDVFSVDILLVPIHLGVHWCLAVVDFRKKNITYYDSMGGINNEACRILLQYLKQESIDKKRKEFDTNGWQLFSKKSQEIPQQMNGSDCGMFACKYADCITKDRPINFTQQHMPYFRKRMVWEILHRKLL
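Test system: human SENP1 catalytic domain; medium: Tris pH 8 buffer plus EDTA, NaCl, BME, BSA, NP40, catalase; incubation: 50 min reaction at room temperature; technique: FRET, CFP and YFP emission; controls: no-enzyme low control and enzyme-plus-DMSO high control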
SENP6 block – inhibitors of human SENP6 protease; Q9GZR1; AID 2599; Recombinant SENP6 catalytic domain, aminoluciferin luminescence; 1.8% of 330,000 active; inhibition, % at 10 µM;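 active means inhibition above about 50% at the single tested dose, limit read from the data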;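 further: plate controls were DMSO wells with enzyme for no effect and DMSO wells lacking enzyme for full effect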
Target sequence (Q9GZR1 628-1112 limits assumed): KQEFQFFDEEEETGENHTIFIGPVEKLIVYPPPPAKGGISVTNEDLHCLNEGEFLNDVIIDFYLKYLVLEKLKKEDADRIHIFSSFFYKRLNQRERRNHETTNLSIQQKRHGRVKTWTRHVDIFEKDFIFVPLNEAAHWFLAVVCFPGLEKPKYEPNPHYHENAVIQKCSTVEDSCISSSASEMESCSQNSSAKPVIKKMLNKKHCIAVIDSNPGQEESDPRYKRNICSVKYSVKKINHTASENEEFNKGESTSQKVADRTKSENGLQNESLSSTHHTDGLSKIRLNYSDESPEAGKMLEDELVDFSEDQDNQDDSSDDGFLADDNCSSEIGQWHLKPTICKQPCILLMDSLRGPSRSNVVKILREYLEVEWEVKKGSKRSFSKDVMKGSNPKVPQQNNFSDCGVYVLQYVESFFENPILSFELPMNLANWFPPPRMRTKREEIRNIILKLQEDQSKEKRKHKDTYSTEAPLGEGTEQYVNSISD
PfG6PD inh – PfG6PD (Plasmodium falciparum) enzyme inhibition; PfGluPho enzyme, NADPH resazurin-diaphorase fluorescence; inhibition, % at 20 µM; 0.78% of 350,000 active;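 active means inhibition reaching at least a set limit at 20 µM in the primary screen, cut at about 59% in these data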;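 further: 0% = DMSO wells with substrate and 100% = DMSO wells lacking glucose-6-phosphate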
hIAP act – human IAP activation | purified human IAP, CDP-Star luminescence, 30 min; active compounds read high; 1 = vehicle-only enzyme, 0 = enzyme-free background | 0.16% of 330,000 active | activation factor at 10 µM | P09923;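 active means activation factor of the enzyme at least 2-fold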; further: the source names both 10 and 20 µM as test concentration; values of inactives mirror those of a sister screen read the other way
SENP8 inh – inhibitors of human SENP8 protease; Q96LD8; recombinant SENP8, Nedd8 substrate fluorescence; inhibition, % at 20 µM; 0.64% of 360,000 active; AID 602440; in the data active means inhibition mostly above about 40%, no sharp cut-off; inactive means mostly below about 27%
Target sequence (Q96LD8 whole entry, looked up): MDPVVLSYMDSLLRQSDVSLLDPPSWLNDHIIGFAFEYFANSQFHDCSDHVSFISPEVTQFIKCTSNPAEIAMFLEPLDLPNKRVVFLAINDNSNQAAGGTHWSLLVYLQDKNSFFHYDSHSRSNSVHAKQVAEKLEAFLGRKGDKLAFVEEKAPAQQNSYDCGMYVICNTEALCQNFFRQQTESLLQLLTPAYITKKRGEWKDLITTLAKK
ATG4B inhibitor – ATG4B (human) cysteine protease inhibition; Q9Y4P1; ATG4B cleavage of LC3-PLA2, NBD-HPC fluorescence, 1 h; inhibition, % at 8.33 µM; 0.51% of 340,000 active; AID 504462; in the data active means inhibition above about 40%
* marks the source's active call; other numbers are inactive results; . = no result given. An unsorted share of the library; about 6.7% have a hit in one of these screens.

[1] Cc1cc(C)n(CC(C)(O)c2ccccc2)n1 (stereo not given)
[2] CC1CCCCC1NC(=O)COC(=O)COc1ccccc1F (stereo not given)
[3] Cc1ccc(SCCC(=O)NC2CC2)cc1
[4] CC(=O)c1cc(-c2ccccc2)n(CC(=O)Nc2cc(C)cc(C)c2)c1C
[5] O=C(Oc1ccccc1)n1c(=S)oc2ccccc21
[6] O=C(Nc1ccccn1)c1ccc(S(=O)(=O)N2CCCCC2)cc1

Screen / compound no.	1	2	3	4	5	6
NR3A LBD binder	1.8	-2.3	1.1	3.1	1.1	-0.4
MPTP block	-2.2	-0.1	0.1	6.7	1.1	-2.3
SENP1 FRET inh	0.1	7.0	1.7	-0.1	3.4	0.4
SENP6 block	-8.2	13.5	-24.2	-12.6	-1.7	9.8
PfG6PD inh	-0.5	-5.2	-14.6	-9.6	-0.4	-5.3
hIAP act	0.911	0.992	0.987	1.13	1.06	1.1
SENP8 inh	6.1	12.0	4.6	7.6	1.1	10.0
ATG4B inhibitor	3.8	-8.9	0.1	5.1	2.9	8.3

[7] CC(C(=O)Nc1cccc(S(=O)(=O)N2CCOCC2)c1)N1CCN(C/C=C/c2ccccc2)CC1 (stereo not given)
[8] CCOC(=O)C1(CCCc2ccccc2)CCN(C(=O)CCn2cnnn2)CC1
[9] O=C(Oc1cccc2c(=O)[nH]ccc12)c1ccccc1
[10] CN1CCn2cnc(C(=O)NCCCCCNC(=O)OC(C)(C)C)c2C1=O
[11] CCCc1cc(N2CCN(c3ccccn3)CC2)n2nc(C)c(-c3ccccc3)c2n1
[12] C[C@@H]1CN([C@@H](C)CO)C(=O)CCCn2nncc2CO[C@H]1CN(C)C(=O)Nc1ccccc1C(F)(F)F

Screen / compound no.	7	8	9	10	11	12
NR3A LBD binder	-0.3	-1.3	0.3	.	1.5	.
MPTP block	0.1	3.5	-1.4	-1.4	2.3	-0.6
SENP1 FRET inh	1.6	-0.1	-0.2	0.3	0.3	0.9
SENP6 block	2.5	-7.6	-32.7	.	7.6	.
PfG6PD inh	-4.0	-0.7	6.6	-2.3	-16.4	-11.6
hIAP act	0.857	1.14	1.03	.	1.02	.
SENP8 inh	7.3	22.0	11.6	2.6	-302.0	10.2
ATG4B inhibitor	-10.1	-4.2	-6.0	.	-7.8	.

Continued; it opens with the 2 that closed the last part.
[11] CCCc1cc(N2CCN(c3ccccn3)CC2)n2nc(C)c(-c3ccccc3)c2n1
[12] C[C@@H]1CN([C@@H](C)CO)C(=O)CCCn2nncc2CO[C@H]1CN(C)C(=O)Nc1ccccc1C(F)(F)F
[13] CC(C)c1nnc(NC(=O)CCc2ccccc2)s1
[14] Brc1ccc(C2=NC(Cc3ccccc3)CO2)cc1 (stereo not given)
[15] FC(F)Oc1cccc(NC(=S)N2CCN(c3ccccn3)CC2)c1
[16] COc1ccc2c(c1)c(=O)cc(C)n2CC(=O)NCc1ccco1
[17] Cc1cc(CNC(=S)Nc2ccc(S(=O)(=O)Nc3ncccn3)cc2)nn1C
[18] CCOC(=O)c1nnc(-c2cccs2)nc1NC(C)C

Screen / compound no.	11	12	13	14	15	16	17	18
NR3A LBD binder	1.5	.	0.5	2.6	2.5	2.1	2.2	-2.5
MPTP block	2.3	-0.6	0.5	0.7	3.2	1.3	0.1	0.7
SENP1 FRET inh	0.3	0.9	1.1	2.1	3.1	0.0	-1.2	-1.1
SENP6 block	7.6	.	14.3	6.1	2.3	-8.8	0.0	-3.7
PfG6PD inh	-16.4	-11.6	-10.5	-9.6	39.6	12.4	-0.7	-5.1
hIAP act	1.02	.	1.07	1.33	1.02	1.09	1.02	0.988
SENP8 inh	-302.0	10.2	10.2	11.9	12.2	-34.8	-2.0	31.1
ATG4B inhibitor	-7.8	.	1.0	3.3	-3.4	-6.3	4.3	4.2

[19] CCN(CC)CCOCCOc1ccc(Cl)c2ccccc12
[20] O=C(CSc1nc2c(cnn2-c2ccc(F)cc2)c(=O)[nH]1)N1CCCc2ccccc21
[21] CCOC(=O)c1[nH]cnc1C(=O)Nc1ccc(C)cc1
[22] CC(C)CCNC(=O)C(c1ccco1)N(Cc1ccc(F)cc1)C(=O)c1snc(C(N)=O)c1N (stereo not given)
[23] O=C(NCc1ccccc1)C(c1cccs1)N(Cc1cccs1)C(=O)c1cnccn1 (stereo not given)
[24] O=C(CN(Cc1ccccc1)C(=O)CCC(=O)Nc1nccs1)NCc1ccco1

Screen / compound no.	19	20	21	22	23	24
NR3A LBD binder	-17.1	-15.6	-0.7	-2.5	-0.3	-1.1
MPTP block	2.2	3.4	-2.1	0.2	-0.2	3.8
SENP1 FRET inh	0.3	-0.3	0.4	-11.6	-1.8	1.2
SENP6 block	-6.7	-10.2	-17.1	18.2	7.3	-10.1
PfG6PD inh	0.6	-41.0	7.8	14.1	-5.2	-7.8
hIAP act	1.02	0.972	1.06	0.912	0.883	1.2
SENP8 inh	1.9	12.6	5.2	-288.7	10.6	18.3
ATG4B inhibitor	-0.7	2.8	-10.3	2.3	-7.3	1.6

[25] Cc1ncc(CO)c2c1Oc1nc(-c3ccccc3)nc(SCC(=O)N3CCOCC3)c1C2
[26] Cc1c(-c2cccc(Cl)c2)nc2ccccc2c1C(=O)NC1CC1
[27] O=C(O)CCSCCC(=O)O
[28] CCN(CC(=O)Nc1cccc(S(=O)(=O)N2CCCC2)c1)CC(=O)Nc1ccccc1OC
[29] COc1ccc(CSc2nnc(-c3ccncc3)n2C)cc1F
[30] FC(F)(F)c1cccc(CNc2ncccc2-c2nc3cc(Cl)ccc3o2)c1

Screen / compound no.	25	26	27	28	29	30
NR3A LBD binder	-1.2	-20.9	-1.9	1.2	-2.2	-5.6
MPTP block	-0.7	1.2	0.2	10.6	-1.1	2.5
SENP1 FRET inh	-0.8	-2.6	-25.4	-1.1	0.9	-23.1
SENP6 block	0.6	-2.3	-7.0	5.6	-20.8	-7.6
PfG6PD inh	23.3	-12.9	-2.0	2.0	4.0	13.9
hIAP act	0.976	1.19	1.09	1.18	1.01	0.994
SENP8 inh	5.7	0.0	0.6	14.9	3.7	-260.9
ATG4B inhibitor	0.2	2.9	-13.1	-13.3	-1.0	-0.3

[31] COc1ccccc1NS(=O)(=O)c1cc(C(=O)NCc2ccncc2)ccc1C
[32] COc1ccc(C(=O)NCCN=C2NS(=O)(=O)c3ccccc32)cc1
[33] O=C1OCCN1C(=O)[C@H]1[C@H](c2ccc(Cl)cc2)C(c2ccc(F)cc2)=NN1c1ccccc1
[34] CCc1ccccc1NC(=O)NC1CCCCCCC1
[35] CCCCNC(=S)NNC(=O)c1csc(C)c1C
[36] Cc1ccc(C(=O)NC(=S)Nc2cccc(-c3nc4ccccc4s3)c2)cc1

Screen / compound no.	31	32	33	34	35	36
NR3A LBD binder	0.3	-1.7	0.3	-0.8	-1.5	-0.1
MPTP block	-0.3	-1.9	1.8	-0.1	0.1	1.8
SENP1 FRET inh	1.5	1.0	-39.6	1.7	2.3	-1.7
SENP6 block	-14.3	-3.8	.	2.6	9.2	40.3
PfG6PD inh	-16.9	9.5	18.5	10.4	-0.5	0.5
hIAP act	1.08	0.92	.	1.4	1.95	0.956
SENP8 inh	8.6	0.4	-404.7	5.9	0.5	-143.2
ATG4B inhibitor	-5.0	-4.2	3.1	3.5	-4.9	6.1

[37] Cc1ccc(C)c(/C=C2\CCn3c2nc2cc(C(=O)O)ccc2c3=O)c1
[38] Cc1ccc(-c2nn(-c3cccc(F)c3)cc2CN2CCN(c3ccccn3)CC2)o1
[39] CCOC(=O)C1CCCN(c2cc(=O)n(C3CCCCC3)c(=O)[nH]2)C1 (stereo not given)
[40] Cc1ccc(S(=O)(=O)N[C@H](C(=O)OCC(=O)NC(=O)NCc2ccco2)C(C)C)cc1
[41] COc1cc(C)ccc1OCC(=O)Nc1nnc(C2CC2)s1
[42] CCOc1ccc(OCC(=O)OC(C)C(=O)NC2CCCCC2C)cc1 (stereo not given)

Screen / compound no.	37	38	39	40	41	42
NR3A LBD binder	0.2	1.3	-0.7	0.6	0.5	-0.8
MPTP block	-0.2	0.8	-0.6	1.5	-3.6	-3.0
SENP1 FRET inh	1.9	-11.3	0.5	3.5	2.2	0.5
SENP6 block	-2.0	-4.1	-20.6	0.0	-8.5	0.1
PfG6PD inh	-20.4	28.0	-13.6	4.3	-12.4	-1.3
hIAP act	1.01	1.12	1.18	1.08	0.946	1.06
SENP8 inh	-312.4	-85.0	36.8	1.9	22.3	6.9
ATG4B inhibitor	2.1	0.8	0.4	-9.0	6.8	-12.8

[43] Cc1ccc2c(c1)nc(NCCCO)n2C
[44] Cc1ccc(NCc2nnc(SCC(=O)N3CCc4ccccc43)n2C)cc1
[45] CN1CCN(CCCN(Cc2cccs2)C(=S)Nc2ccc(Cl)cc2)CC1
[46] COc1ccc(CN2CC(C(=O)NCc3cccc(OC)c3)CC2=O)cc1 (stereo not given)
[47] O=C(C1=C(O)C(=O)N(CCN2CCOCC2)C1c1ccc([N+](=O)[O-])cc1)c1cccs1 (stereo not given)
[48] O=C(O)CSc1c2c(nc3cc(C(=O)N4CCOCC4)ccc13)CCCC2

Screen / compound no.	43	44	45	46	47	48
NR3A LBD binder	1.0	-3.8	-1.1	6.5	-148.5	0.5
MPTP block	-0.5	26.6	4.9	-2.1	0.6	0.2
SENP1 FRET inh	1.3	1.4	0.3	-2.3	-4.3	-95.0
SENP6 block	-17.6	0.8	-12.2	-8.0	11.2	17.5
PfG6PD inh	-4.0	6.5	-0.1	-5.3	21.8	6.2
hIAP act	1.03	1.04	0.923	1.01	1.06	1.06
SENP8 inh	4.8	8.0	12.2	28.7	17.8	-144.6
ATG4B inhibitor	-1.6	-10.3	1.9	16.6	7.2	-4.0

Rewritten as a markdown table: 2 of the compounds above.
| no. | SMILES | NR3A LBD binder | MPTP block | SENP1 FRET inh | SENP6 block | PfG6PD inh | hIAP act | SENP8 inh | ATG4B inhibitor |
| --- | --- | --- | --- | --- | --- | --- | --- | --- | --- |
| 47 | O=C(C1=C(O)C(=O)N(CCN2CCOCC2)C1c1ccc([N+](=O)[O-])cc1)c1cccs1 (stereo not given) | -148.5 | 0.6 | -4.3 | 11.2 | 21.8 | 1.06 | 17.8 | 7.2 |
| 48 | O=C(O)CSc1c2c(nc3cc(C(=O)N4CCOCC4)ccc13)CCCC2 | 0.5 | 0.2 | -95.0 | 17.5 | 6.2 | 1.06 | -144.6 | -4.0 |

The listing continues:
[49] Cc1ccc(-n2c(SCC(=O)N/N=C/c3ccccc3C(=O)O)nnc2-c2ccccc2)cc1
[50] CC(C)(C)S(=O)N1Cc2cc(CO)cc(-c3ccccc3)c2[C@H]1CCO (stereo not given in full)
[51] S=C(Nc1ccccc1)N1CCn2cccc2C1c1cccnc1 (stereo not given)
[52] CN(C)CCCN1c2ccccc2Sc2ccc3ccccc3c21

Screen / compound no.	49	50	51	52
NR3A LBD binder	-0.4	-2.0	-1.0	-1.0
MPTP block	0.7	-0.1	0.4	2.8
SENP1 FRET inh	3.2	-5.3	1.7	2.9
SENP6 block	8.8	.	-6.0	.
PfG6PD inh	-17.5	-0.4	8.3	18.2
hIAP act	0.986	.	0.931	.
SENP8 inh	12.9	-3.7	15.8	-242.8
ATG4B inhibitor	-9.7	9.3	-17.4	5.2
